Source: PubChem
3CLpro inhibitor: SARS-CoV 3CLpro protease inhibition; P0C6X7; recombinant SARS-CoV 3CLpro, quenched FRET peptide cleavage; inhibition, % at 6 µM; 290,000 tested, 0.14% active; AID 1706; in the data active means inhibition above about 12%
Anthrax LF prot: inhibitors of Bacillus anthracis lethal factor protease; inhibition, % at 10 µM; multiplex microsphere protease cleavage assay, LF; AID 588501; P15917; 360,000 tested, 0.12% active; further: plate controls were buffer without enzyme for full effect and enzyme alone for no effect
Target sequence (P15917 whole entry, looked up): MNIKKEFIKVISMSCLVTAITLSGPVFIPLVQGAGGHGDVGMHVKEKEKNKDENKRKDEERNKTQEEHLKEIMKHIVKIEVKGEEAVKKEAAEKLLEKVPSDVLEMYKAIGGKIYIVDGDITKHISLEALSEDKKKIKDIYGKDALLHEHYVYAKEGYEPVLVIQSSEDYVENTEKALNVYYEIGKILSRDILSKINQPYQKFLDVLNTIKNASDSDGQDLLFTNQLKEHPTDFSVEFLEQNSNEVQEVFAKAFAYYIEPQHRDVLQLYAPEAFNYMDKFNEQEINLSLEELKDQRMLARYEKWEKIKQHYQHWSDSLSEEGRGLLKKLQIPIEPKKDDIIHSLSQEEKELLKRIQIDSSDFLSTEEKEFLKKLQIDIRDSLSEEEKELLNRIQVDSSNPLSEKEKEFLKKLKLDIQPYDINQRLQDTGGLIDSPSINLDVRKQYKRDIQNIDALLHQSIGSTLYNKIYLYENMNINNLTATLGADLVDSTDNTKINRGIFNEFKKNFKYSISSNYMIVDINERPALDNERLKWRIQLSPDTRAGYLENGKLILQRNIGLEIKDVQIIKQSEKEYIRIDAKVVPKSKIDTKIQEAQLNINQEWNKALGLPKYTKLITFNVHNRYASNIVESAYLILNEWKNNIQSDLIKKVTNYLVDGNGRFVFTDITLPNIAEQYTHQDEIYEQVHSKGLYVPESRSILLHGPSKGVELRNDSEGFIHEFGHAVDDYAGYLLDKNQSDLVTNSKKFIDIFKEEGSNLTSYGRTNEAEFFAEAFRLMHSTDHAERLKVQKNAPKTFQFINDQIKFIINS
Rv3671c protease: inhibits the M. tuberculosis serine protease Rv3671c | P9WHR9 | inhibition, % at 5.96 µM | 320,000 tested, 0.048% active; in the data active means inhibition above about 38%;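 further: extracellular domain of Rv3671c used as enzyme; 0% = enzyme with DMSO and 100% = no enzyme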
PrPC surface inh: reduces human prion protein on the cell surface | P04156 | inhibition, % at 13.8 µM | cell surface PrPC, TR-FRET read-out | AID 720596 | 370,000 tested, 0.43% active; in the data active means inhibition above about 24%; further: 0% = median of the test wells and 100% = reference compound wells
BoNT-F LC inh: blocks Botulinum neurotoxin F light chain protease. Multiplex microsphere protease cleavage assay, flow cytometry. inhibition, % at 10 µM. 360,000 tested, 0.22% active; in the data active means inhibition above about 35%, passing the limit was not always enough; inconclusive means no clear call, values can overlap the other calls; further: plate controls were buffer without enzyme for full effect and enzyme alone for no effect
PriA SSB inh: blocks PriA binding to SSB C-terminal tail. AID 1272365. AlphaScreen SSBct-PriA binding, biotinylated peptide. inhibition, % at 33 µM. 430,000 tested, 0.6% active; in the data active means inhibition mostly above about 37%, no sharp cut-off; inactive means mostly below about 20%;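 further: plate controls were negative control peptide for no effect and reference peptide for full effect; strong numbers were not always called active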
BoNT A protease: inhibitors of Botulinum neurotoxin A light chain protease; multiplex microsphere protease substrate cleavage, flow cytometry; inhibition, % at 10 µM; 360,000 tested, 0.17% active; further: plate controls were buffer without enzyme for full effect and enzyme alone for no effect
VHR inh abs: DUSP3 (human) phosphatase inhibition; inhibition, % at 13.3 µM; P51452; recombinant VHR phosphatase, pNPP absorbance; 290,000 tested, 0.52% active; in the data active means inhibition above about 50%; further: some compounds called inactive have numbers as strong as hits
Target sequence (P51452 whole entry, looked up): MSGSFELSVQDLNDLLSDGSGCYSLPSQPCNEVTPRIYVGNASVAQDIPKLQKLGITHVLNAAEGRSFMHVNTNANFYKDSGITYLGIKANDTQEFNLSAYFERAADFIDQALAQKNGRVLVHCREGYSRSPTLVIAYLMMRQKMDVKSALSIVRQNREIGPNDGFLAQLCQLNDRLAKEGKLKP
CCHFV vOTU inh: CCHFV vOTU protease inhibition; Pep-AMC fluorescence; inhibition, % at 11.5 µM; 370,000 tested, 0.55% active; in the data active means inhibition above about 30%; further: 0% = vehicle wells with enzyme and 100% = no enzyme wells
MazEF act: increases E. coli MazEF RNase cleavage of RNA. P0AE70. FAM/BHQ RNA-DNA oligo cleavage fluorescence, 5 h. 350,000 tested, 0.32% active. activation, % at 20 µM; in the data active means activation above about 50%
An asterisk follows results filed as active; u = inconclusive; x = not tested or not shown. Unless noted, no stated cut-off is given here; in the data, active means inhibition above about 30%; inconclusive means no clear call, values can overlap the other calls; inactive means below that. The list is partial; the hit share may differ from the screen's.

canonical_smiles	3CLpro inhibitor	Anthrax LF prot	Rv3671c protease	PrPC surface inh	BoNT-F LC inh	PriA SSB inh	BoNT A protease	VHR inh abs	CCHFV vOTU inh	MazEF act
O=C(NNC(=O)c1cccs1)c1ccc(Cl)c([N+](=O)[O-])c1	-1	-1	2	-10	0	-11	0.4	-2	-4	6
O=C(NC1CCCCCC1)C(=O)NC1CC1	1	-6	8	2	-27	6	0.6	20	-2	13
COc1cc(CCCN2C(=S)NC[C@@H]2CCCCN)cc(OC)c1OC	-3	-1	-1	4	-10	-5	-1.1	0	-5	5
C[C@@H]1CN([C@@H](C)CO)C(=O)CCCn2nncc2CO[C@H]1CN(C)Cc1ccc(C(F)(F)F)cc1	x	-5	x	3	-5	x	-0.3	x	19	2
CCOC(=O)c1cccnc1SCC(=O)N(CC)c1cccc(C)c1	-1	-1	2	8	8	2	-0.4	11	4	-8
Cc1ccccc1C(=O)Nc1cccc(-c2ccc(N3CCOCC3)nn2)c1	x	-2	-11	-3	-3	11	-4.4	x	-3	-2
O=C(CN1CCCCC1)c1ccc2c(c1)OCO2	-5	-3	-1	3	u	-7	-1.9	41	-6	0
CC(C)(C)NC(=O)CSc1nncn1NCc1ccccc1	6	8	1	-1	0	-3	-0.1	12	-8	-3
CCOc1ccc(S(=O)(=O)Nc2cccc(C(=O)N(C)CC(=O)Nc3cccc(OC)c3)c2)cc1	x	0	1	-9	1	4	0.8	x	11	-6
CCNC(=S)NNC(=O)CC(C)C	2	-1	2	7	-5	-4	-0.8	27	-7	5
CCOC(=O)c1ccc(N/C=C/C(=O)C(C)(C)C)cc1	0	-1	-6	0	-8	-11	-0.8	1	7	-12
COc1ccc2nc(NC(=O)C34CC5CC(CC(NC(C)=O)(C5)C3)C4)sc2c1	2	-2	-5	3	-4	-9	0.3	1	2	-18
Cn1nc(-c2ccccc2)cc1NC(=O)c1ccc(Cl)cc1	x	-2	6	2	0	-17	-0.4	x	-5	2
CN(C(=O)COC(=O)c1ccc(Cl)cc1N)C1CCCCC1	-4	-2	0	3	-5	3	-0.5	26	-48	5
CC(C)NC(=O)C1CCN(C2CCN(C(=O)Cc3ccc4c(c3)OCO4)CC2)CC1	3	-5	-4	8	-4	-3	-0.1	13	4	-20
CN(C)c1ccnc(Oc2ccc(C(C)(C)C)cc2)c1C#N	0	1	-4	1	-15	-8	-1.0	5	1	0
Cc1ccc(SCc2c(C(=O)N/N=C/c3cccnc3)nnn2-c2nonc2N)cc1	3	-4	-12	9	1	x	-1.7	9	8	13
CCOc1cc(N2CCOCC2)c(OCC)cc1NC(=O)c1ccc(S(=O)(=O)N2CC(C)OC(C)C2)cc1 (centres undefined)	x	-3	x	2	-9	-5	-1.5	x	6	-1
CC12CCCCC1C(C(N)=O)C(=O)O2 (centres undefined)	x	0	x	5	-9	-10	-0.8	x	3	-1
Nc1cc(Cl)ccc1C(=O)OCC(=O)NC1CCS(=O)(=O)C1 (centres undefined)	0	6	0	-2	1	-22	-0.7	16	-39	-7
O=C(CCc1c[nH]c2ccccc12)NC(Cc1c[nH]c2ccccc12)C(=O)O (centres undefined)	2	3	-3	10	-19	-6	-1.8	2	-6	-6
CC(C)CC1NC(=O)N(Cc2cc(=O)n3ccsc3n2)C1=O (centres undefined)	-4	-4	0	6	-3	-23	-1.1	17	6	4
O=C(CN(C1CCCCC1)S(=O)(=O)c1ccc(Br)cc1)NCc1cccnc1	2	7	2	-5	4	0	-0.7	9	1	0
CCCC(=O)c1ccc(OCc2cn(CC(=O)c3ccc(O)cc3)nn2)cc1	x	-3	x	28*	-7	-17	0.1	x	7	5
CN(CC(=O)Nc1ccccc1Br)C(=O)c1cc([N+](=O)[O-])ccc1N1CCOCC1	x	0	-4	-23	-1	-4	0.7	x	13	4
O=C(O)CCCCn1c(SCc2cc(=O)n3cc(Cl)ccc3n2)nc2ccsc2c1=O	-6	-1	-9	-7	5	-10	0.6	17	3	-4
O=C(Cc1cccc(NC(=O)C2CCN(C(=O)C3CCCC3)CC2)c1)Nc1cccc(C(=O)N2CCCCC2)c1	x	-6	x	4	3	4	0.1	x	11	1
COc1ccc(CNC(=O)C2=CC(c3ccc(OC)c(OC)c3)=NS(=O)(=O)N2C)cc1	-3	-8	2	-2	-1	-2	0.7	21	6	9
CCN1CCn2c3c(c4cc(Cl)ccc42)CCCC31 (centres undefined)	7	-6	2	1	-37	16	0.6	12	16	0
C/C(=N\Nc1nc(C)cc(C)n1)c1ccc(C)o1	8	-4	1	6	-11	x	-0.6	1	-1	1
CCC(CC)C(=O)OCC(=O)C1(O)CCC2C3CCC4=CC(=O)CCC4(C)C3C(O)CC21C (centres undefined)	x	0	x	-3	-9	-6	0.0	x	21	-2
COc1ccc(CN2CCN(c3nc4ccccc4s3)CC2)cc1	1	2	x	-5	5	-2	-0.4	2	-4	4
C1CN(c2nc3nonc3nc2N2C[C@H]3CC[C@H]2C3)CCS1	6	0	1	-1	4	-6	-0.5	5	-6	-3
CC1(C)CC(=O)C(N=Nc2ccc(-c3ccccc3)cc2)=C(O)C1	0	-4	3	9	-5	3	-1.3	18	7	48
CSc1nnc(SCC(=O)N(C)c2c(N)n(Cc3ccccc3)c(=O)[nH]c2=O)s1	x	x	4	-6	x	-1	x	x	0	1
COc1ccc(CCN2CC(C(=O)NCc3cccc(F)c3)CCC2=O)cc1 (centres undefined)	x	0	x	-2	-4	x	0.4	x	-3	-1
CCOC(=O)N1CCN(c2nc(-c3ccc(Cl)cc3)cs2)CC1	-1	0	-6	2	-13	-2	-1.8	2	-10	-1
CC(C(=O)Nc1ncccn1)(c1ccccc1)c1ccccc1	4	0	-1	8	4	-10	1.0	9	21	-2
Cc1ccc(-n2ncc3c2CC(C)(C)CC3NC(=O)CN2CCCC2=O)cc1 (centres undefined)	-1	x	2	2	x	12	x	10	-1	0
CCOc1ccc(NCC2CCOC(C)(C)C2)cc1 (centres undefined)	1	-2	-6	13	-29	11	1.1	13	7	10
O=S(=O)(c1ccc(SCCO)nc1)N1CCOCC1	x	-5	2	-1	-8	3	-2.9	x	1	4
Cc1ccccc1NC(=O)Cn1nc(-c2ccc(Cl)s2)ccc1=O	4	0	7	-11	-7	9	-5.9	2	-8	7
COc1cccc(C(C)NC(=S)NCc2ccc(Cl)cc2)c1 (centres undefined)	-1	-1	-10	-1	3	-1	0.9	14	5	8
Cc1nc2ccc(NC(=O)c3cccs3)cc2s1	-1	-4	-4	11	6	-1	-0.5	19	15	3
CCC(C)CCCCNC1=NCCS1 (centres undefined)	5	-1	7	1	-5	1	-0.7	26	-13	-1
O=C(Nc1cc(=O)[nH]c2nc(-c3ccc(Cl)cc3)nn12)c1ccccc1	-1	x	-11	x	x	-8	x	25	x	4
O=C(CN1C(=O)c2ccccc2C1=O)NCC1CCCO1 (centres undefined)	2	-6	5	-1	-3	-23	-0.3	-2	-1	5
CCOC(=O)c1ccc[n+](CC(=O)Nc2ccccc2OC(F)F)c1	-1	-2	2	-8	-1	-6	-0.2	-6	0	3
Cc1c(Cl)cccc1N=C1NC(=O)CS1	x	-3	x	-5	-4	x	0.2	x	9	5
Cc1cc(=O)[nH]c2c3ccccc3nn12	1	-8	-1	-5	-4	4	0.6	34	-7	1

Next section.
canonical_smiles	3CLpro inhibitor	Anthrax LF prot	Rv3671c protease	PrPC surface inh	BoNT-F LC inh	PriA SSB inh	BoNT A protease	VHR inh abs	CCHFV vOTU inh	MazEF act
Cc1cccc(CN2CCN(C3CN(CCc4ccccc4)S(=O)(=O)C3)CC2)c1 (centres undefined)	x	10	x	1	1	x	1.5	x	27	x
Cc1cc(NC(=O)CSc2nc(-c3ccc(F)cc3)cs2)no1	-1	2	-2	1	17	-2	0.7	-12	-13	-2
COCCNC(=O)/C(C#N)=C/C=C/c1ccccc1[N+](=O)[O-]	5	0	4	2	-10	-4	-2.8	22	9	-2
COc1ccc(C(O)c2nc(-c3ccc4ccccc4c3)cs2)cc1 (centres undefined)	x	-3	x	12	-2	x	-0.5	x	39*	x
Cc1ccc(/C=C/C(=O)Nc2nn[nH]n2)o1	7	-1	10	2	-1	7	-0.1	7	2	-1
O=C1CC(N2CCC(c3nc4ccccc4[nH]3)CC2)C(=O)N1c1ccccc1F (centres undefined)	0	-2	7	0	3	-4	0.0	23	-18	9
CCn1c2ccccc2c2nnc(SCCCn3c(=O)[nH]c4ccccc43)nc21	0	3	5	x	3	5	0.4	-8	x	0
COC(CNC(=O)c1ccc2c(c1)ncn2-c1ccc(C)cc1C)OC	-2	6	-7	3	12	-11	-1.9	2	-9	7
O=C(CCS(=O)(=O)c1ccc(Cl)cc1)Nc1nccs1	x	-3	x	-5	19	-2	-1.3	x	-1	-7
COc1cc2c(C(=O)N3CCN(Cc4ccc5c(c4)OCO5)CC3)cn(C)c(=O)c2cc1OC	-5	-1	3	-5	9	-2	1.4	4	2	1
O=S1(=O)CC/C(=N\Nc2ccc(F)cc2)c2ccsc21	-2	-6	5	-4	-3	x	-0.8	-6	2	1
COc1cccc(C2c3[nH]c4ccccc4c3C[C@H]3C(=O)N(CCCCCO)CC(=O)N23)c1 (some centres undefined)	-1	-7	-4	0	-13	-4	1.0	7	0	-17
CCOC(=O)c1c(C)n(CCNC(C)=O)c2ccc(O)cc12	-6	-4	-8	2	1	-1	-0.4	24	6	9
COc1ccc(CNC(=O)c2cnc3scc(C)n3c2=O)cc1	5	-6	4	5	-7	-5	-0.3	-2	-12	1
O=C1NC(=Nc2ccccc2)S/C1=C\C=C\c1ccco1	4	-1	-6	3	-6	6	2.0	-5	8	8
O=C(CCc1n[nH]c(=O)[nH]c1=O)N1CCCCC1	-2	-3	-7	-6	-2	2	-1.1	-5	10	2
CC(C)N(C)c1ncnc2c1ncn2[C@H]1CN(Cc2ccco2)C[C@@H](CO)O1	x	-5	x	1	1	x	0.2	x	-12	x
CCCn1nc(NS(=O)(=O)c2cccc3nonc23)c2cc3ccccc3nc21	5	-3	8	-13	-2	3	0.5	-2	5	-2
CCCC(=O)Nc1sc(C)c(C)c1C(=O)Nc1cccc(C)c1	8	-2	-1	8	-12	1	-0.7	18	6	-4
CCN1C(=O)/C(=c2\sc3nc(=O)c(Cc4ccccc4)nn3c2=O)c2ccccc21	0	-2	2	1	4	x	-0.1	-13	-5	0
Cc1ccc(N2C(=O)N(CC(=O)Nc3cc(F)ccc3C)C(=O)C2C)cc1 (centres undefined)	x	1	8	2	3	-9	-2.6	x	5	5
Cc1ccccc1NC(=O)NCCc1nc2ccccc2[nH]1	-10	1	-2	0	-10	-12	-1.1	-21	13	1
COc1ccc(-n2nc(C(=O)NCC(=O)N3CCN(c4ccccc4OC)CC3)c3ccccc3c2=O)cc1OC	0	-2	-6	-1	1	1	0.2	13	1	9
COC(=O)c1sccc1NC(=O)c1cc(-c2ccc(C)cc2C)nc2ccccc12	-1	0	-1	2	-6	-13	-0.3	16	2	-2
Cc1ccc(C2CC(c3cccs3)=NN2C(=O)CSc2nc3ccccc3o2)cc1 (centres undefined)	-1	-2	-19	2	-17	-13	-2.8	-2	-1	-7

Exported with two lines to a compound: part of the list above
Value order: 3CLpro inhibitor, Anthrax LF prot, Rv3671c protease, PrPC surface inh, BoNT-F LC inh, PriA SSB inh, BoNT A protease, VHR inh abs, CCHFV vOTU inh, MazEF act
Cc1ccc(/C=C/C(=O)Nc2nn[nH]n2)o1
→ 7, -1, 10, 2, -1, 7, -0.1, 7, 2, -1
O=C1CC(N2CCC(c3nc4ccccc4[nH]3)CC2)C(=O)N1c1ccccc1F (centres undefined)
→ 0, -2, 7, 0, 3, -4, 0.0, 23, -18, 9
CCn1c2ccccc2c2nnc(SCCCn3c(=O)[nH]c4ccccc43)nc21
→ 0, 3, 5, x, 3, 5, 0.4, -8, x, 0
